MC4R antag cAMP – MC4R antagonists of cAMP signaling, primary screen, cell-based, TR-FRET, antagonist arm of biased-ligand search | Melanocortin receptor 4 (Homo sapiens), P32245 | MC4R-expressing cells, MTII-stimulated cAMP, LANCE TR-FRET | inhibition, % at 6.5 µM | actives 0.48% (n = 360,000);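 active = inhibition above its plate's cutoff, the mean of tested wells on that plate plus 3 SD, cut at about 29% in these data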;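 also: 0% = Melanotan II alone and 100% = Melanotan II plus saturating MCL0020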
Target sequence (P32245 whole entry, looked up): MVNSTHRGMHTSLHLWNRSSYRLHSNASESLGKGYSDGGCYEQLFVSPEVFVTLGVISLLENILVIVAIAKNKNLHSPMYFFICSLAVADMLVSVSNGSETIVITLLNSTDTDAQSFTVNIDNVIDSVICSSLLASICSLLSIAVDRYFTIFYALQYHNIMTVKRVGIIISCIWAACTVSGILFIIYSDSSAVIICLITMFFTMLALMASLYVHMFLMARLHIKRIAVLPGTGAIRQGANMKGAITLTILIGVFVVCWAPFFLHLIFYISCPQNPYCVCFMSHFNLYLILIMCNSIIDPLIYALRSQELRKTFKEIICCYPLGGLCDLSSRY
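System – human MC4R-expressing U2OS cells · Also added – Melanotan II · Dosing – one concentration, 6.5 µM nominal · Timing – 30-min compound, 1-h challenge, 1-h detection, room temperature · Measured by – Eu-cAMP/anti-cAMP TR-FRET, emission 671 nm · Replicates – singlicate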
CaV13 FRET inh – Disruptors of the CACNA1D IQ motif to Ca2+-dependent inactivation inhibitor domain association, primary screening, Förster resonance energy transfer in intact living …; HEK cells, CFP/YFP FRET ICDI-IQ, plate reader, 10 min; percent FRET-ratio fall versus neutral wells; inhibition, % at 12.3 µM; actives 0.098% (n = 340,000);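 active = mean replicate inhibition of at least 30% and at least 1% of replicates passing that level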;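 also: 0% = median of the neutral control wells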
PDI turbidity – inhibitors of human PDI, primary screen, biochemical, turbidity, single point, plate reader; Protein disulfide-isomerase (Homo sapiens), P07237; PDI insulin aggregation turbidity, A650, 90 min; inhibition, % at 10 µM; actives 0.052% (n = 350,000); AID 588391, 2011;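 active = mean inhibition across replicates of 30% or more, whatever share of single replicates reach that level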;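 also: absorbance from insulin aggregation driven by PDI reduction with DTT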
H9c2 protect – cardioprotection against H2O2-induced cell death, primary screen, uHTS, H9c2 cells, ATPLite luminescence; H9c2 cardiomyocytes, H2O2 injury protection, 2 h; protection from H2O2 cell death, % at 20 µM; actives 0.63% (n = 360,000);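 active = compounds giving at least 50% protection of heart cells from peroxide-induced death in the single-dose screen, raw or plate-pattern-corrected value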;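 also: 0% = DMSO wells with peroxide and 100% = DMSO wells without peroxide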
Glyco luc inh – increase of ERlucT glycosylation luciferase signal, primary screen, N-linked glycosylation inhibitor project, D54 ERlucT cells, luminescence, set 2. reporter increase, % at 12.5 µM. actives 0.23% (n = 360,000). D54 ERlucT glycosylation luciferase reporter, 24 h; percent of 100 nM tunicamycin response;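 active = mean luciferase reporter signal, scaled so untreated is 0 and the glycosylation-blocking control 100, at or above a set limit in every replicate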;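 also: luciferase carries N-glycosylation sites so blocking glycosylation raises the light; 0% = median of neutral control wells and 100% = median of 100 nM tunicamycin wells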
MC4R barr agon – MC4R agonists recruiting beta-arrestin, primary screen, cell-based, luminescence, agonist arm of biased-ligand search; actives 0.98% (n = 360,000); Melanocortin receptor 4 (Homo sapiens), P32245; U2OS MC4R beta-arrestin complementation; percent of melanotan II response, DMSO zero; activation, % at 8.9 µM;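 active = activation above a per-plate cutoff, the mean activation of sample wells on that plate plus 3 SD, cut at about 8% in these data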
ABCB6 inh MLPCN – ABCB6 transporter inhibitors, primary screen, K562-ABCB6 cells, flow cytometry, MLPCN library; ATP-binding cassette sub-family B member 6 (Homo sapiens), Q9NP58; K562-ABCB6 porphyrin accumulation, 1 h; hits give low values; fluorescence ratio to DMSO, % at 10 µM; actives 0.19% (n = 360,000); AID 602162, 2011;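 active = fluorescence ratio to DMSO below 75%, the collection mean minus 3 SD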;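 also: signal is porphyrin accumulated inside mitochondria; 100% equals median channel fluorescence of DMSO control wells; lower ratio means ABCB6 inhibition with less porphyrin fluorescence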
ABHD5 PLIN5 PPI – ABHD5-PLIN5 interaction inhibitors, primary screen, cell lysate, split luciferase complementation, luminescence | inhibition, % at 4 µM | AID 602281, 2012 | Perilipin-5 (Homo sapiens) + 1-acylglycerol-3-phosphate O-acyltransferase ABHD5 (Homo … | Split G. princeps luciferase complementation, 4 h | actives 0.78% (n = 360,000);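 active = inhibition above the mean inhibition across every tested compound plus 3 SD, cut at about 22% in these data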;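 also: 0% = DMSO only wells and the 100% control is not disclosed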
Exocytosis inh – LAMP-1 surface exposure blockers, TALL-104 cells – cell-based, flow cytometry, MLPCN library, primary screen | AID 651702, 2012 | inhibition, % at 10 µM | TALL-104 LAMP-1 surface exposure; cells stimulated with thapsigargin and PMA | actives 0.66% (n = 360,000);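 active = inhibition above about 55%, limit read from the data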
HTR2A ag – mouse Htr2a agonists via beta-arrestin recruitment, primary screen, cell-based, luminescence | CHO-K1 mHTR2A beta-arrestin complementation; percent of 30 µM serotonin response | activation, % at 7.6 µM | actives 0.66% (n = 360,000) | AID 624169, 2012;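 active = activation above a run cutoff, the mean activation of all tested compounds plus 3 SD, cut at about 14% in these data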;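 also: 0% = plate median of compound wells and 100% = 30 µM serotonin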
Target sequence (P35363 whole entry, looked up): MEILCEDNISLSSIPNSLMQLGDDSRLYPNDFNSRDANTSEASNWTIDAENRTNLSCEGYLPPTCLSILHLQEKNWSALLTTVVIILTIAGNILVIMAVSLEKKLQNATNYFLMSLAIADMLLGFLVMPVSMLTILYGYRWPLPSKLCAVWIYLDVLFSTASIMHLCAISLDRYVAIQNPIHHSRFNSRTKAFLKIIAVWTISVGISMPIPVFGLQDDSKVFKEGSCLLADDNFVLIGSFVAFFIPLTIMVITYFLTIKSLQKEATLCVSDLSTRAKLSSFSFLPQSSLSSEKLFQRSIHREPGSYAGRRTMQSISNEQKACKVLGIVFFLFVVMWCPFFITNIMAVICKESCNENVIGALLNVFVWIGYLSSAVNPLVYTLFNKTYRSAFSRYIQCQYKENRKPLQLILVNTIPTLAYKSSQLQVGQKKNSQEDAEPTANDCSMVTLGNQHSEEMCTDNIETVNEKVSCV
Active calls of the source: *.

For Cc1cc(C)c2[nH]c3nc(SCC(=O)O)nnc3c2c1 the results were MC4R antag cAMP 7, CaV13 FRET inh -4, PDI turbidity -9, H9c2 protect -2, Glyco luc inh 2, MC4R barr agon 1.8, ABCB6 inh MLPCN 98, ABHD5 PLIN5 PPI 6, Exocytosis inh -5 and HTR2A ag 0.
For Nn1c(COc2cccc(Br)c2)nnc1SCC(=O)NCC1CCCO1 (stereo unspecified) the results were MC4R antag cAMP 1, CaV13 FRET inh -5, PDI turbidity 4, H9c2 protect 0, Glyco luc inh 0, MC4R barr agon -0.9, ABCB6 inh MLPCN 98, ABHD5 PLIN5 PPI 0, Exocytosis inh -1 and HTR2A ag 3.
CCCCCCn1c(COc2ccccc2F)nnc1SCC(=O)NC1CCS(=O)(=O)C1 (stereo unspecified) was read as MC4R antag cAMP 9, CaV13 FRET inh -6, PDI turbidity 7, H9c2 protect -4, Glyco luc inh 3, MC4R barr agon 0.9, ABCB6 inh MLPCN 101, ABHD5 PLIN5 PPI 2, Exocytosis inh -4 and HTR2A ag -6.
O=C(Nc1cccc(-c2nnc(-c3ccco3)o2)c1)c1ccccc1 was read as MC4R antag cAMP 18, CaV13 FRET inh -2, PDI turbidity 1, H9c2 protect 17, Glyco luc inh -2, MC4R barr agon -0.4, ABCB6 inh MLPCN 91, ABHD5 PLIN5 PPI 2, Exocytosis inh 1 and HTR2A ag 4.
O=C(N/N=C/c1ccc(-c2ccc(Br)cc2)o1)c1ccc2c(c1)OCO2 was read as MC4R antag cAMP 8, CaV13 FRET inh -9, PDI turbidity -9, H9c2 protect -1, Glyco luc inh -3, MC4R barr agon 4.7, ABCB6 inh MLPCN 88, ABHD5 PLIN5 PPI -5, Exocytosis inh 2 and HTR2A ag 2.
Screening CC(C)COc1ccc(C(=O)Nc2cc(S(=O)(=O)N3CCOCC3)ccc2N2CCCC2)cc1 returned MC4R antag cAMP 0, CaV13 FRET inh -2, PDI turbidity -2, H9c2 protect 3, Glyco luc inh 4, MC4R barr agon -0.1, ABCB6 inh MLPCN 97, ABHD5 PLIN5 PPI 2, Exocytosis inh 2 and HTR2A ag -4.
Screening CC(=O)NCCOc1cccc2ccccc12 returned MC4R antag cAMP 1, PDI turbidity -1, H9c2 protect 2, Glyco luc inh 3, MC4R barr agon -1.1, ABCB6 inh MLPCN 101, ABHD5 PLIN5 PPI -1, Exocytosis inh -1 and HTR2A ag 4.
CC1=NN(C(=O)c2ccoc2C)C(O)(C(F)(F)F)C1 (stereo unspecified) was read as MC4R antag cAMP -7, CaV13 FRET inh -12, PDI turbidity -4, H9c2 protect 5, Glyco luc inh 3, MC4R barr agon 0.1, ABCB6 inh MLPCN 103, ABHD5 PLIN5 PPI 9, Exocytosis inh 6 and HTR2A ag -1.
For O=C(COc1ccc(S(=O)(=O)N2CCCC2)cc1Cl)NCc1cccnc1 the results were MC4R antag cAMP 2, PDI turbidity 14, H9c2 protect -3, Glyco luc inh 1, MC4R barr agon -4.2, ABCB6 inh MLPCN 102, ABHD5 PLIN5 PPI -4, Exocytosis inh 22 and HTR2A ag -5.
`O=C(CSc1nc2ccc(S(=O)(=O)N3CCOCC3)cc2[nH]1)N1CCOCC1` gave MC4R antag cAMP 7, PDI turbidity 5, H9c2 protect -6, Glyco luc inh 1, MC4R barr agon -1.6, ABCB6 inh MLPCN 98, ABHD5 PLIN5 PPI 3, Exocytosis inh -4 and HTR2A ag 1.
Screening CCN(CC(=O)Nc1ccc(C(=O)OC)cc1)C1CCCCC1 returned MC4R antag cAMP 7, CaV13 FRET inh -3, PDI turbidity 11, H9c2 protect 4, Glyco luc inh 4, MC4R barr agon 1.1, ABCB6 inh MLPCN 99, ABHD5 PLIN5 PPI -5, Exocytosis inh -18 and HTR2A ag -8.
`O=C1CC(c2cccc(Br)c2)c2cc3c(cc2N1)CCC3` (stereo unspecified) gave MC4R antag cAMP -6, PDI turbidity 3, H9c2 protect -19, Glyco luc inh 14, MC4R barr agon 1.0, ABCB6 inh MLPCN 97, ABHD5 PLIN5 PPI -4, Exocytosis inh -1 and HTR2A ag -2.
`COc1ccccc1CNC(=O)COC(=O)c1cc(S(=O)(=O)N2CCOCC2)ccc1Cl` gave MC4R antag cAMP 13, CaV13 FRET inh -7, PDI turbidity -1, H9c2 protect 2, Glyco luc inh -1, MC4R barr agon 1.8, ABCB6 inh MLPCN 96, ABHD5 PLIN5 PPI 5, Exocytosis inh 0 and HTR2A ag -2.
Screening COc1ccc(-c2nc(C(N)=O)c3[nH]c(=O)n(-c4ccccc4OC)c3n2)c(OC)c1 returned MC4R antag cAMP -6, CaV13 FRET inh -5, PDI turbidity -4, H9c2 protect 9, Glyco luc inh 2, MC4R barr agon -0.1, ABCB6 inh MLPCN 107, ABHD5 PLIN5 PPI 5, Exocytosis inh 0 and HTR2A ag 5.
`N/C(=N\O)c1ccc(NC(=O)c2cccs2)cc1` gave MC4R antag cAMP 3, CaV13 FRET inh -6, PDI turbidity 2, H9c2 protect -10, Glyco luc inh -2, MC4R barr agon -2.7, ABCB6 inh MLPCN 95, ABHD5 PLIN5 PPI -3, Exocytosis inh 4 and HTR2A ag 3.
`CC(=O)Nc1ccc(Sc2ncccc2C(=O)Nc2ccc(F)cc2)cn1` gave MC4R antag cAMP 0, CaV13 FRET inh -6, PDI turbidity 10, H9c2 protect 9, Glyco luc inh 7, MC4R barr agon 0.0, ABCB6 inh MLPCN 98, ABHD5 PLIN5 PPI 3, Exocytosis inh 20 and HTR2A ag 4.
`COc1ccc(CN2CCNC(=O)C2CC(=O)NC2CCCCC2)c(OC)c1` (stereo unspecified) gave MC4R antag cAMP 5, CaV13 FRET inh -6, PDI turbidity -3, H9c2 protect -4, Glyco luc inh 4, MC4R barr agon -0.9, ABCB6 inh MLPCN 99, ABHD5 PLIN5 PPI -1, Exocytosis inh -1 and HTR2A ag 5.
Screening Cc1ccccc1C(=O)Nc1c(C(=O)N2CCCC2)cnn1-c1ccccc1 returned MC4R antag cAMP 7, CaV13 FRET inh -9, PDI turbidity 3, H9c2 protect 15, Glyco luc inh 1, MC4R barr agon -1.6, ABCB6 inh MLPCN 102, ABHD5 PLIN5 PPI -4, Exocytosis inh -5 and HTR2A ag -5.
`O=C(COc1cccc2cccnc12)N/N=C/c1ccccc1O` gave MC4R antag cAMP -1, CaV13 FRET inh -2, PDI turbidity 6, H9c2 protect 43, Glyco luc inh -3, MC4R barr agon 0.9, ABCB6 inh MLPCN 91, ABHD5 PLIN5 PPI 3, Exocytosis inh -1 and HTR2A ag -2.
COc1ccc(CCc2nnc(CCC(=O)NCCc3ncccc3C)o2)cc1 was read as MC4R antag cAMP 3, CaV13 FRET inh -18, PDI turbidity -11, H9c2 protect 2, Glyco luc inh 0, MC4R barr agon -2.3, ABCB6 inh MLPCN 99, ABHD5 PLIN5 PPI 2, Exocytosis inh 0 and HTR2A ag 3.
`O=C(c1ccc(NS(=O)(=O)c2ccccc2)cc1)N1CCCC1` gave MC4R antag cAMP -7, PDI turbidity 2, H9c2 protect 1, Glyco luc inh 0, MC4R barr agon -0.6, ABCB6 inh MLPCN 97, ABHD5 PLIN5 PPI 0, Exocytosis inh 8 and HTR2A ag 1.
Screening COc1ccc(-c2nc(CS(=O)CC(=O)NC3CCCc4ccccc43)c(C)o2)cc1OC (stereo unspecified) returned MC4R antag cAMP 2, CaV13 FRET inh -3, H9c2 protect 1, Glyco luc inh 0, MC4R barr agon 1.1, ABCB6 inh MLPCN 93, ABHD5 PLIN5 PPI 2, Exocytosis inh 1 and HTR2A ag 8.
`Cc1cccc(-n2cnc3sc(C)c(C)c3c2=O)c1` gave MC4R antag cAMP 8, CaV13 FRET inh -14, PDI turbidity 3, H9c2 protect 1, Glyco luc inh -2, MC4R barr agon -1.0, ABCB6 inh MLPCN 92, ABHD5 PLIN5 PPI 1, Exocytosis inh -11 and HTR2A ag -7.
Screening Cc1ccc(O)c(-c2cc(C(=O)Nc3cccnc3)[nH]n2)c1 returned MC4R antag cAMP -7, CaV13 FRET inh -6, PDI turbidity -11, H9c2 protect -8, Glyco luc inh -2, MC4R barr agon 0.2, ABCB6 inh MLPCN 100, ABHD5 PLIN5 PPI 3, Exocytosis inh -2 and HTR2A ag 0.
`Cc1oc(-c2cccs2)nc1CS(=O)CC(=O)NC1CCCCCC1` (stereo unspecified) gave MC4R antag cAMP 13, CaV13 FRET inh -7, H9c2 protect 7, Glyco luc inh 4, MC4R barr agon 0.6, ABCB6 inh MLPCN 96, ABHD5 PLIN5 PPI 2, Exocytosis inh 4 and HTR2A ag -4.
COc1ccc([C@H]2N[C@]3(CCCN(Cc4ccc(C)cc4)C3=O)[C@H]3C(=O)N(Cc4ccccc4)C(=O)[C@@H]23)cc1 was read as MC4R antag cAMP 7, CaV13 FRET inh -2, PDI turbidity -3, H9c2 protect 14, Glyco luc inh 1, MC4R barr agon 0.7, ABCB6 inh MLPCN 100, ABHD5 PLIN5 PPI 0, Exocytosis inh 17 and HTR2A ag -3.
CO[C@@H]1CN(C)C(=O)c2cc(NC(=O)NC3CCCCC3)ccc2OC[C@@H](C)N(CC2CCOCC2)C[C@@H]1C was read as CaV13 FRET inh -4, ABHD5 PLIN5 PPI -4, Exocytosis inh -5 and HTR2A ag 8.
Screening Cc1cc(C)c(C(=O)OCC(=O)NCc2cccs2)c(C)c1 returned MC4R antag cAMP 10, CaV13 FRET inh -7, PDI turbidity 2, H9c2 protect 1, Glyco luc inh 1, MC4R barr agon -0.5, ABCB6 inh MLPCN 102, ABHD5 PLIN5 PPI 0, Exocytosis inh 1 and HTR2A ag -6.
For COc1ccc(-c2cc(C(=O)NCCCn3ccnc3)c3ccccc3n2)c(OC)c1 the results were MC4R antag cAMP -3, CaV13 FRET inh -3, PDI turbidity -1, H9c2 protect 0, Glyco luc inh 0, MC4R barr agon -0.9, ABCB6 inh MLPCN 171, ABHD5 PLIN5 PPI 5, Exocytosis inh 1 and HTR2A ag -9.

Screening data from PubChem BioAssay.
